APP transl inh = APP translation inhibition; SH-SY5Y APP 5'UTR-luciferase reporter, luminescence; AID 1285; 0.82% of 190,000 active; inhibition, % at 2 µM;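 active means inhibition above a set limit, derived from the sample mean plus 3 SD, cut at about 45% in these data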; further: values of inactives mirror those of a sister screen read the other way
G6PDH CS = counter-screen for G6PDH assay hits: L. mesenteroides G6PDH inhibition | 0.12% of 200,000 active | AID 1020 | inhibition, % at 5 µM | Purified L. mesenteroides G6PDH, diaphorase/resazurin coupled fluorescence, 45 min; in the data active means inhibition above about 50%
STAT1 activator = activators of IFN-gamma induced STAT1 signaling | 2.6% of 200,000 active | AID 932 | activation (% of control), % at 5.5 µM | NIH 3T3 STAT1-luciferase reporter, luminescence; 100% = IFN-gamma alone, no compound;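 active means activation above the screen-wide mean activation plus 3 SD, cut at about 130% in these data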;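 further: raw ratio to IFN-gamma control signal so 100% means no change and 0% no light; values of inactives mirror those of a sister screen read the other way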
Redox H2O2 prof = compounds producing H2O2 with reducing agent – biochemical, NIH compound library profiling, artefact control for MLSCN library redox annotation, primary screen. DTT-dependent redox cycling H2O2, phenol red/HRP absorbance; 100% = 100 µM peroxide control, 0% = buffer. activation, % at 10 µM. 0.03% of 200,000 active. AID 878;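 active means activation of at least 50% relative to the plate's high and low controls in the primary single-dose screen; inactive means activation below 50%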;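 further: compound incubated with DTT at 0.8 mM final as the reducing agent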
FLuc act counter = affects firefly luciferase, flagging false hits in luciferase stimulation screens | P08659 | ATPlite luciferase biochemical, luminescence, 10 min; 0 = ATP-free wells, 1 = DMSO control | activation factor at 10 µM | 200,000 tested, under 10 active | AID 1027;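 active means luciferase activation factor, scaled between plate controls, of at least 2 with compound at 10 µM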
Target sequence (P08659 whole entry, looked up): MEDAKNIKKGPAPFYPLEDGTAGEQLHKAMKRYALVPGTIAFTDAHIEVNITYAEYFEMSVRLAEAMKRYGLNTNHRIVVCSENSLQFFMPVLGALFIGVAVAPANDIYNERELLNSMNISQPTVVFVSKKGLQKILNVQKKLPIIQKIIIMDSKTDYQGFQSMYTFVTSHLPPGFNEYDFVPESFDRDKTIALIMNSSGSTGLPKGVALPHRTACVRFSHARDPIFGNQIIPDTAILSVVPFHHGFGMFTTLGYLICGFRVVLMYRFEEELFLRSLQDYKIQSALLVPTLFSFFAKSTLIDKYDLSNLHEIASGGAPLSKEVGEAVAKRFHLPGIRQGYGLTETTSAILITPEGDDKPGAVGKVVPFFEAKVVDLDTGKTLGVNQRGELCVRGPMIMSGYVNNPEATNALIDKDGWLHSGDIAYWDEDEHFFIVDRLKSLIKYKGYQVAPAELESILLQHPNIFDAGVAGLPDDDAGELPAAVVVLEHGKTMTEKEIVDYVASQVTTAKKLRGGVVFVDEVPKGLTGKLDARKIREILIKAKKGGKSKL
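Material: luciferase plus luciferin reagent, cell-free. Medium: PBS buffer for ATP. Also added: ATP substrate, dispensed from a 10.24 µM working solution in PBS. Doses: test compounds dosed from 2 mM stocks in 100% DMSO. Incubation: 10 min post-reagent at room temperature. Technique: light output (luminescence). Read-out basis: luminescence gain marking luciferase activators.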
NF-kB neuron act = NF-kB expression increase, human neuronal cells; NF-kB reporter expression; hits give high values; fold change at 12.5 µM; 1.6% of 190,000 active; AID 1239; in the data active means fold change above about 3.3
APP 5'UTR act = APP 5'UTR luciferase reporter activation; SH-SY5Y APP 5'UTR luciferase reporter, luminescence; zero percent = DMSO vehicle wells; activation, % at 2 µM; 1% of 190,000 active;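 active means activation above a set limit, based on mean plus 3 SD of controls, cut at about 140% in these data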; further: values of inactives mirror those of a sister screen read the other way
Hsp70 activator = transcriptional activators of Hsp70 | HeLa Hsp70 promoter luciferase reporter, luminescence; scaled: vehicle 0, proteasome-inhibitor control 100% | activation, % at 10 µM | AID 1203 | 0.04% of 200,000 active;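 active means activation above the mean across all tested compounds plus 3 SD, cutoff set per campaign, cut at about 5.5% in these data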;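 further: 100% = MG132 at 30 µM as the positive control and 0% = DMSO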
HMGR II inh = inhibitors of class II HMG-CoA reductase from Enterococcus faecalis; purified E. faecalis HMGR, NADPH absorbance 340 nm kinetic; inhibition, % at 10 µM; 0.41% of 190,000 active; AID 1066;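 active means inhibition above a set limit, the median over all tested compounds plus 3 SD, cut at about 9.5% in these data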;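 further: enzyme runs in reverse so mevalonate oxidation gives rising NADPH absorbance; 0% = complete reaction with DMSO and 100% = background rate lacking mevalonate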
FLuc inhib CS = Photinus pyralis luciferase inhibition counter-screen; P08659; ATPLite firefly luciferase biochemical luminescence, 10 min; inhibition, % at 10 µM; 1.5% of 200,000 active; AID 1006;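 active means inhibition above about 50% when tested at 10 µM, limit read from the data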
The depositor's hits bear a star; x = not tested or not shown.

no.	SMILES	APP transl inh	G6PDH CS	STAT1 activator	Redox H2O2 prof	FLuc act counter	NF-kB neuron act	APP 5'UTR act	Hsp70 activator	HMGR II inh	FLuc inhib CS
1	CCCOc1ccc(NC(=O)c2c(-c3ccccc3)noc2C)cc1	-5	2	85	-1.1	1.1	1.1	5	-0.5	-2	-6
2	O=c1sc2ccccc2c(N2CCCCC2)c1[N+](=O)[O-]	-21	3	101	8.4	1.1	0.85	21	0.2	-4	-7
3	COc1ccc(C(=O)Nc2ccccc2C(=O)O)cc1Cl	-41	-16	127	-0.1	0.2	2.4	41	-0.1	0	76*
4	COc1ccc(N2CCN(C(=O)CSc3nnc(-c4cccnc4)n3-c3ccc(F)cc3)CC2)cc1	12	3	99	-0.5	1.1	1	-12	-0.4	-3	-5
5	COC(=O)c1sc(NC(=O)c2cnccn2)c(C(=O)OC)c1C	-18	x	112	0.8	x	x	18	-0.3	x	x
6	CCN(CC)c1ncnc2c1sc1nc(N3CCOCC3)c3c(c12)CCC3	2	9	95	1.9	1.1	0.89	-2	0.0	-2	-10
7	COc1ccc(/C=C/C(=O)NNc2c(F)c(F)cc(F)c2F)cc1OC	-7	1	105	0.8	1	0.79	7	-0.2	2	-3
8	COCCN1C(=O)C(=O)/C(=C(/O)c2cccc(OC)c2)C1c1ccco1 (configuration not stated)	-12	2	95	-0.1	1.1	1.1	12	-0.2	-8	-6
9	C/C=C/c1ccc(OCCCNC(C)CC)c(OC)c1 (configuration not stated)	1	8	104	0.1	1	0.84	-1	-0.3	0	-2
10	COc1ccc(-c2cc(C(=O)N3CCOCC3)no2)cc1OC	-15	10	98	0.2	1.1	1.5	15	3.4	-3	-5
11	CC12CC(c3ccccc3O1)N(C(=O)c1ccc(Br)o1)C(=O)N2c1ccccc1 (configuration not stated)	-1	9	94	-0.8	1	1.1	1	0.0	-8	-5
12	Cc1cc2ccccn2c1C(=O)c1cccc(S(=O)(=O)N2CCOCC2)c1	-10	13	96	-0.5	1	0.9	10	0.0	-4	4
13	CCN(CC)S(=O)(=O)c1ccc(S(=O)(=O)N(CC(=O)Nc2ccccc2)CC2CCCO2)cc1 (configuration not stated)	-14	x	100	0.4	x	x	14	0.3	x	x
14	Cc1csc(NC(=O)c2ccc(-c3ccc(Cl)cc3Cl)o2)n1	-2	8	105	-0.1	0.9	1.2	2	-0.3	-1	6
15	O=C(O)c1nc(N2CCCCC2)ncc1Cl	-16	19	98	0.3	1.1	1.1	16	-0.1	-1	-8
16	CCOc1ccccc1NC(=O)CN(c1ccc(C)cc1)S(=O)(=O)c1c(C)n[nH]c1C	1	13	103	1.8	1.1	0.67	-1	-0.4	-5	-5
17	CC(=O)Nc1cc2c(nc1C)nc(C)n2Cc1ccc(Br)cc1	-1	3	93	2.0	1	1.4	1	-0.1	-2	-2
18	COc1ccc(-c2nc3cnccn3c2Nc2ccc(C)cc2)cc1	-2	-27	100	-0.3	1.1	1.3	2	0.0	-1	-5
19	COc1ccc(S(=O)(=O)N2CCN(C(=O)c3c(-c4ccccc4)noc3C)CC2)cc1	-6	7	101	-8.0	1.1	0.98	6	0.2	-2	-8
20	COCc1nc2ccccc2n1Cc1cccc(C)c1	-13	-5	101	1.9	1	0.9	13	-0.3	4	-5
21	Cc1c([N+](=O)[O-])c(C(=O)N2CCCC2)nn1C	-6	8	100	-4.0	1	1.1	6	0.1	-1	-4
22	COc1ccc(C(=O)N2CCN(Cc3cn[nH]c3-c3ccc(OC)cc3F)CC2)cc1	-10	12	98	-0.7	1	1.1	10	-0.1	-3	-1
23	O=C(NC(=S)NC1CCSC1=O)c1ccccc1F (configuration not stated)	10	14	105	-0.2	1	0.98	-9	0.2	-6	-1
24	COc1ccc(N2CCN(C(=S)Nc3ccc(S(N)(=O)=O)cc3)CC2)cc1	-19	7	90	-0.6	1.1	0.85	19	-0.5	2	-7
25	COc1ccccc1Nc1nc(N)nc(CN2CCC(C)CC2)n1	-21	4	94	-1.0	1	1	21	-0.2	-1	-4
26	COc1ccccc1/C=C/C1(C(=O)NC2CCCC2)CC(=O)N1c1ccc(F)cc1 (configuration not stated)	12	3	92	-0.4	1.1	0.88	-12	0.0	-13	-7
27	O=C(CSc1nc2scc(-c3ccco3)c2c(=O)n1-c1ccccc1)N1CCOCC1	-12	-1	93	-0.6	1.1	0.93	12	-0.4	-10	-6
28	Cc1ccc(C)c(N(C(=O)Cn2nnc3ccccc32)C(C(=O)NCc2ccco2)c2ccncc2)c1 (configuration not stated)	6	2	96	1.9	1.1	1.6	-6	-0.2	2	-7
29	Cc1ccc(Cn2cnc3c(nnn3Cc3ccc(Cl)cc3)c2=O)cc1	4	1	101	-3.1	1	1	-4	-0.2	-3	-4
30	CCC(=O)Nc1cc(C(C)C)c(O)cc1C	-3	1	102	3.2	1	1.5	3	-0.1	-3	-5
31	Cc1cc(C)nc(NC(=S)Nc2cccc(Cl)c2Cl)c1	-13	4	113	0.1	1.1	1.2	13	0.2	-5	-7
32	O=C(NCc1ccccc1Cl)NC(=O)c1ccccc1	0	1	114	-2.1	1.1	1.3	0	0.4	-4	-7
33	Cc1ccc2c(CSc3nnnn3C)cc(=O)oc2c1	5	-3	108	-0.1	1.1	1.2	-5	0.2	1	-6
34	COn1c(=S)[nH]c2ccccc2c1=O	2	1	100	0.2	1.1	0.94	-2	0.1	-3	-10
35	N#C/C(=C\c1ccc(Cl)cc1)c1nc(-c2ccco2)cs1	-27	-9	105	-0.7	0.8	1.3	27	0.8	0	18
36	Cc1ccc(NC(=O)c2ccccc2F)nc1	-54	-23	128	2.5	0.5	2.2	54	0.2	3	52*
37	CC(Oc1ccc(Cl)cc1Cl)c1ccnc(N)n1 (configuration not stated)	-2	10	108	-0.7	1	1.1	2	0.0	6	-4
38	Cc1ccc(Cn2ccc(NC(=O)c3noc4c3CCc3ccccc3-4)n2)cc1	-2	0	99	0.2	1	1.1	2	-0.4	0	-3
39	CCCCCn1ccc(=N)cc1	7	6	88	2.2	1.1	0.86	-7	-0.4	-7	-6
40	COC(=O)CSc1ccc2nnc(-c3ccc(F)cc3)n2n1	-5	6	105	1.6	1	1.1	5	0.1	-2	-1

Full records, looked up by structure. Order of screens: APP transl inh	G6PDH CS	STAT1 activator	Redox H2O2 prof	FLuc act counter	NF-kB neuron act	APP 5'UTR act	Hsp70 activator	HMGR II inh	FLuc inhib CS
`Cc1ccc(Cn2ccc(NC(=O)c3noc4c3CCc3ccccc3-4)n2)cc1` across the screens: -2	0	99	0.2	1	1.1	2	-0.4	0	-3
`CCC(=O)Nc1cc(C(C)C)c(O)cc1C` across the screens: -3	1	102	3.2	1	1.5	3	-0.1	-3	-5

Next part:
no.	SMILES	APP transl inh	G6PDH CS	STAT1 activator	Redox H2O2 prof	FLuc act counter	NF-kB neuron act	APP 5'UTR act	Hsp70 activator	HMGR II inh	FLuc inhib CS
41	CCn1c(SCC(=O)Nc2nc(C)c(C)s2)nnc1-c1ccco1	-2	4	102	2.0	1.1	0.98	2	-0.5	-12	-9
42	CC(=O)c1ccc2noc(-c3ccccc3)c2c1	10	22	102	-0.6	1	1.2	-10	-0.2	0	-4
43	COc1cc(/C=C/c2nc(-c3ccccc3O)n[nH]2)cc(OC)c1OC	-16	-13	104	-0.2	1.1	0.88	16	0.0	1	-6
44	Cc1nc2ccc(C(C(F)(F)F)(C(F)(F)F)C(F)(F)F)cc2[nH]1	30	-1	102	0.6	1.1	1.2	-30	0.3	-3	-6
45	CCOC(=O)N1CCC(N2Cc3cccc(C(=O)NCC4CCN(CC(C)C)C4)c3C2=O)CC1 (configuration not stated)	0	-3	97	-0.4	1.1	0.61	-1	-0.3	3	-6
46	COc1cc(NC(=O)c2cc3c(Cl)nc4ccccc4c3s2)cc(OC)c1OC	-2	4	102	0.1	1	0.38	2	-0.2	2	-4
47	CN(CC(=O)NCc1ccc(Cl)cc1)S(=O)(=O)c1cccc2cccnc12	-9	-7	102	-2.8	1	1	9	0.0	2	-2
48	CCOC(=O)c1[nH]c2ccccc2c1CCCN1C(=O)c2ccccc2C1=O	-4	18	99	0.6	1	0.7	4	-0.4	-5	-2
49	O=C1OC(OC(=O)c2ccccc2Br)C(N2CCOCC2)=C1Cl (configuration not stated)	12	2	104	0.2	1	0.95	-12	-0.2	2	-2
50	O=[N+]([O-])c1ccc(COc2ccc(-c3[nH]ncc3-c3ccccc3)c(O)c2)cc1	7	-12	95	-0.2	1	1.2	-7	-0.1	-7	-2
51	CCn1c(C)c(C(C)=O)c(N2CCN(c3ccc(OC)cc3)CC2)nc1=S	-4	8	98	-0.6	1.1	0.99	4	0.6	-11	-7
52	CSc1nc(-c2ccccc2)nn1C(=O)c1ccccc1	1	17	103	-9.7	1	1.4	-1	-0.1	-2	-4
53	Nc1nc(-c2ccco2)nn1C(=O)c1ccc([N+](=O)[O-])cc1	9	4	99	-1.1	1	0.95	-9	-0.1	-12	-2
54	COc1ccc(C(=O)NCCC2=CCCCC2)cc1	-154	0	138*	0.0	0.5	3.4*	154*	-0.3	-6	50*
55	COc1ccc(C2(CNC(=O)C(c3ccccc3)c3ccccc3)CCOCC2)cc1OC	-6	0	103	0.0	1	1	5	-0.5	-5	1
56	CC1(C)Cc2c(C#N)c(SCCC#N)nc(N3CCOCC3)c2CS1	16	-17	101	-0.9	1	0.84	-16	-0.4	-3	-4
57	Cc1nn(-c2ccc(Cl)c(Cl)c2Cl)c(=O)c2ccccc12	-23	6	97	-1.9	1.1	1.1	23	-0.4	1	-6
58	CC(C)(C)NC(=O)C(c1ccco1)N(C(=O)Cn1nnc(-c2ccc(F)cc2)n1)c1ccccc1 (configuration not stated)	9	x	100	-0.3	x	x	-9	-0.1	x	x
59	CCOc1ccc(C(=O)NCC(=O)OC(C)C(=O)NCc2ccco2)cc1OCC (configuration not stated)	-7	8	96	-0.2	1	0.91	7	-0.2	0	-2
60	CC(/C=N/NC(=O)c1cc(-c2ccc(C)s2)[nH]n1)=C\c1ccccc1	14	-81	102	0.4	1	0.92	-13	-0.3	5	0
61	COc1ccc2nc(Sc3c([N+](=O)[O-])nc(C)n3Cc3ccccc3)[nH]c2c1	3	1	83	-6.9	1	1.2	-3	0.1	4	-4
62	COCCOc1nc2c(c(=O)n(C)c(=O)n2C)n1Cc1cccc(OC)c1	3	-8	80	-0.1	1	1	-3	-0.3	0	-2
63	CC(C(=O)NC1CC(C)(C)NC(C)(C)C1)c1ccc([N+](=O)[O-])cc1 (configuration not stated)	15	12	108	0.6	1.1	1	-15	0.0	3	-7
64	Cc1cnc(NC(=O)CSc2nnc(-c3ccccc3)o2)s1	-113	3	129*	1.3	1	2.5	113	-0.1	-1	-2
65	O=C(CS(=O)(=O)Cc1ccccc1)N1CCN(Cc2ccc3c(c2)OCO3)CC1	-7	1	101	-1.5	1	1.2	7	-0.6	-5	-5
66	CC1(C)CC(=O)C2=C(C1)NC(SCC(=O)Nc1ccccc1)=C(C#N)C21CCCCC1	-3	2	88	0.0	1.1	0.99	3	0.1	-2	-7
67	O=[N+]([O-])c1ccccc1Nc1ccc(O)cc1	-18	19	103	-0.5	1	1.1	18	0.4	-1	-2
68	O=C(Cn1cc2c(n1)CCCC2)N1CCCC1	0	-6	96	-1.8	1.1	0.92	0	-0.1	5	-5
69	CC(=O)c1ccc(NC(=O)c2c(C)nn(-c3ccccc3)c2Cl)cc1	-30	16	118	-0.1	1	1.6	30	-0.1	-4	2

Screening data as filed in PubChem BioAssay.
